TNAP activation fold – human TNAP enzyme activators, primary screen, biochemical, luminescent, no phosphate acceptor, uHTS (AID 1001) | purified TNAP, luminescent activation assay, no phosphate acceptor; higher activation fold means a stronger effect | one-dose activation fold at 20 µM; EC50 in µM for titrated hits | actives 0.03% (n = 200,000); in the data active = activation fold from about 3, or a potency from the dose series; inactive = the rest, 99 in 100 with activation fold below about 1.6; note: many of its hits are not listed in these tables
K1F lysis inhibition – protection from phage-mediated lysis, alamar blue read-out – E. coli UTI89, K1F phage, bacterial capsule biogenesis inhibitors (AID 488966). E. coli UTI89 K1F phage lysis, alamar blue, 2 h; higher % means a stronger effect. inhibition, % at 100 µM, or IC50 in µM where a hit was titrated. actives 0.02% (n = 340,000);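 active = phage lysis inhibition, versus mean bacterial control, above a set limit; inconclusive = no clear call, values can overlap the other calls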;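 note: capsule biogenesis inhibitors block K1F phage lysis so surviving cells raise fluorescence; higher fluorescence means more inhibition of phage lysis; actives were called in the ten point dose series up to 300 µM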
Myeloid diff 2 – compounds promoting myeloid differentiation. ER-HoxA9 myeloid progenitors, lysozyme-GFP differentiation, flow cytometry. calls only at 10 µM. actives 1% (n = 360,000). AID 624256;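 active = normalized GFP-positive differentiation at or above the plate's own cutoff, the solvent-only control mean plus 3 SD; inconclusive = no clear call, values can overlap the other calls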;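 note: cells exposed to compound for four days before flow analysis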
RSV CPE inhibition – RSV antiviral activity via CPE protection, HEp-2 cells, primary 10 µM value included (AID 2391). HEp-2 cells, RSV-induced CPE inhibition; higher % means a stronger effect. CPE inhibition, % at 10 µM; hits with a dose series show IC50 in µM. actives 0.13% (n = 310,000); in the data active = a potency from the dose series; inconclusive = CPE inhibition mostly from about 23% at the one dose, without a potency; inactive = the rest, 99 in 100 with CPE inhibition below about 21%; note: strong numbers were not always called active
Rac1 GTP hydrolysis – MgcRacGAP GTPase-activating activity inhibitors, confirmation, biochemical, ADP Hunter fluorescence; MgcRacGAP-stimulated Rac1 GTP hydrolysis, ADP Hunter fluorescence; higher % means a stronger effect; GST-tagged Rac1 F28L mutant substrate; inhibition, % at 30 µM, or IC50 in µM where a hit was titrated; actives 0.6% (n = 340,000); AID 624330;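 active = first-screen hits whose inhibition reached a set limit at any dose in the follow-up dose series; inconclusive = inhibition above the set first-screen limit but never retested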;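 note: fluorescence reports GDP produced by GAP-driven GTP hydrolysis; strong numbers were not always called active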
NTR1 ag – NTR1-driven beta-arrestin-GFP spot formation – imaging, U2OS cells, high content, primary screen (AID 493036); P30989; activation, % at 20 µM; actives 0.17% (n = 330,000); agonist mode;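 active = activation at or above 40% of the spot to cytoplasm intensity ratio, with at least 20 cells analyzed; inconclusive = wells under 20 cells, flagged as cytotoxic or low count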;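 note: 0% = DMSO without peptide and 100% = 100 nM NTR1 peptide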
Target sequence (P30989 whole entry, looked up): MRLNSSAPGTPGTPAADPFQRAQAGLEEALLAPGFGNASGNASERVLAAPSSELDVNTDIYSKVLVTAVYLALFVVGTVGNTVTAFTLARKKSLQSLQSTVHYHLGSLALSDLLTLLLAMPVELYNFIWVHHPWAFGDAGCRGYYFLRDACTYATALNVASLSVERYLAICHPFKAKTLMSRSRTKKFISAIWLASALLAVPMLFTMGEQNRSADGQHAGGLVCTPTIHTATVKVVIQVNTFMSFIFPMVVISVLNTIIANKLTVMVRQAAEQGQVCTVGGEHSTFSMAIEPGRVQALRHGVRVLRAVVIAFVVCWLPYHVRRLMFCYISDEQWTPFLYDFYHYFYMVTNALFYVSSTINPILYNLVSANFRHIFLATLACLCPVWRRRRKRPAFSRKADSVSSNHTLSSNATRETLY
Large T inhibition – TAg ATPase/helicase activity blockers – biochemical (AID 1903) | SV40 large T antigen ATPase/helicase inhibition assay; higher % means a stronger effect | inhibition, % at 20 µM, or IC50 in µM where a hit was titrated | actives 0.39% (n = 310,000); in the data active = a potency from the dose series; inconclusive = inhibition mostly from about 32% at the one dose, without a potency; inactive = the rest, 99 in 100 with inhibition below about 32%; note: strong numbers were not always called active
PhoP inhibition – PhoP-dependent GFP reporter repression – Salmonella Typhimurium, primary screen (AID 1863) | inhibition, % at 50 µM; hits with a dose series show IC50 in µM | S. Typhimurium PhoP-regulated promoter GFP reporter, 4 h; higher % means a stronger effect | actives 0.16% (n = 300,000);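 active = inhibition over 29.93%, a cutoff 3 SD above the screen mean, later confirmed by dose response; inconclusive = inhibition over 29.93% but no dose response follow-up; inactive = inhibition at most 29.93% or unconfirmed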;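 note: 0% = low Mg2+ inducing control and 100% = high Mg2+ repressing control; strong numbers were not always called active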
T cell modulator – T cell immune modulators affecting CD8 T cell-vesicle binding | 2C CD8+ T cell-vesicle binding, flow cytometry; active compounds read low | calls only at 7 µM | actives 0.068% (n = 330,000);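 active = response, share of CD8 T cells binding vesicles, and their 90th percentile fluorescence all below set limits, cut at about 80% in these data, passing the limit was not always enough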
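Material: 2C TCR transgenic mouse naive CD8+ T cells, MACS-purified. Also added: QL9-charged Drosophila Ld/ICAM-1/B7-1 vesicles. Timing: binding 1.5 h at 37 °C. Measured by: high-throughput flow cytometry with anti-B7-1 and anti-CD8 staining. Read-out: percent CD8+ FL2 mean versus row control. Controls: Unloaded micro-vesicles (low), QL9 vesicles with 0.7% DMSO (high).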
T cell modulator vesicle-bound % – second read-out of T cell modulator, no call of its own (marks repeat the call); double positive events, %; measured here: CD8+ vesicle-bound cell fraction;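 binding gate set so that unloaded-vesicle control wells show 10% double positive cells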
NTR1 ag cell count 20 µM – also measured in NTR1 ag; calls as there; cell count; measured here: cell count, cytotoxicity flag
Myeloid diff 2 GFP+ MAC1+ % – second read-out of Myeloid diff 2, no call of its own (marks repeat the call); GFP+ MAC1+ double positive, %; measured here: differentiation confirmed by MAC1 staining
Active calls of the source: *; i = inactive; u = inconclusive; x = no result given; + = active, no number; [ ] = another dose, or the depositor's remark.

canonical_smiles | TNAP activation fold | K1F lysis inhibition | Myeloid diff 2 | Myeloid diff 2 GFP+ MAC1+ % | RSV CPE inhibition | Rac1 GTP hydrolysis | NTR1 ag | NTR1 ag cell count 20 µM | Large T inhibition | PhoP inhibition | T cell modulator | T cell modulator vesicle-bound %
CC(C)(C)OC(=O)N1CCC[C@H]1c1nnc(SCc2c(F)cccc2Cl)o1 | 1.1 | -0.2% | i | 1.3 | 1.4% | 7.9% | 0.1 | 52 | -1.8% | -0.7% | i | 45.6
CCN(CC)c1ccc(C(=O)NN)cc1 | 1.2 | 0.5% | + | 1.0* | -2.8% | 10.0% | 0.2 | 75 | 32.1% | -5.4% | i | 51.9
COc1ccc(CCNC(=O)CSc2ccc(NC(C)=O)cc2)cc1OC | x | 0.5% | i | 4.4 | 0.7% | 12.1% | 0.3 | 56 | 3.3% | -1.4% | i | 21.0
COCc1ccc(CN2CCCC(C(=O)Nc3ccc(-c4cscn4)cc3)C2)o1 (stereo not given) | x | 0.0% | i | 1.0 | 0.7% | 7.7% | -0.2 | 59 | 21.2% | -3.0% | i | 15.9
CCC(=O)Nc1nc(OC)cc(OC)n1 | 1.1 | 1.7% | i | 1.1 | 1.0% | 7.8% | 1.6 | 44 | 3.3% | 6.0% | i | 26.5
O=C(NCC(c1ccco1)N1CCOCC1)c1ccccc1 (stereo not given) | x | 0.6%[50 µM] | i | 0.4 | -1.1% | -0.3% | 0.4 | 65 | 1.2% | -6.9% | i | 9.1
CC(C)(C)c1ccc(Oc2ccc(N)cc2)cc1 | 1 | -0.5%[50 µM] | i | 1.4 | 6.3% | 12.4% | 10.9 | 71 | 12.7% | -7.6% | i | 21.2
COc1ccc(C(=O)OCc2nc(N)nc(Nc3ccccc3C)n2)cc1OC | 1 | 0.0% | i | 0.5 | 2.7% | -26.6% | 1.5 | 81 | 10.9% | -11.2% | i | 51.9
CCn1c(=S)sc2c(=O)n(-c3ccccc3)c(=S)[nH]c21 | 1 | 0.2% | i | 0.9 | -0.5% | -7.8% | 1.9 | 61 | 9.6% | 8.7% | i | 32.1
CCCCNC(=S)Nc1ccc(F)cc1 | x | 0.7% | i | 0.4 | 1.2% | 10.0% | 0.3 | 56 | 8.2% | -11.2% | i | 32.7
Nc1ccc2nc(-c3cccc(-c4nc5ccc(N)cc5[nH]4)n3)[nH]c2c1 | x | 0.0% | + | 5.7* | -1.1% | 16.5% | 1.1 | 110 | 24.7% | x | i | 44.8
O=C(NCc1ccccc1)N1CCOc2ccccc21 | x | -1.1%[50 µM] | i | 0.8 | 2.2% | x | -0.2 | 89 | 2.4% | -0.9% | i | 28.7
Cc1ccc(Oc2ccc(NS(=O)(=O)c3cccc(C(=O)O)c3)cc2)cc1 | x | -5.9% | i | 0.7 | x | 5.6% | 3.0 | 61 | x | x | i | 46.3
NS(=O)(=O)c1ccc(NC(=O)/C=C/c2ccc(S(=O)(=O)NCc3ccco3)cc2)cc1 | x | -0.5% | u | x | 0.6% | 2.6% | 1.6 | 40 | 30.9% | 4.8% | i | 30.9
CCCC[C@@H](CN[C@H](C)CNC)NCC1CCC(C(C)(C)C)CC1 (stereo not given in full) | x | x | x | x | u | x | 20.9 | 76 | 10.2% | -8.5% | i | 20.0
CCN(CC)S(=O)(=O)c1ccc(-n2cnnn2)c(C)c1 | 1.1 | 0.4%[50 µM] | i | 1.4 | 0.6% | 3.3% | 3.0 | 47 | 4.8% | 4.5% | i | 38.5
O=C1CC(Nc2ccc(N3CCOCC3)cc2)C(=O)N1c1ccccc1 (stereo not given) | 1 | 0.6% | i | 2.2 | 0.8% | 16.5% | -0.7 | 42 | 21.4% | 7.1% | i | 48.9
Cc1nc2ccccn2c1C(=O)Nc1ccc2c(c1)OCCO2 | 1 | 0.3% | i | 0.9 | 2.9% | 4.3% | 0.4 | 72 | 17.5% | 7.1% | i | 10.7
O=C(O)c1ccccc1C(=O)N(Cc1ccccc1)Cc1ccccc1 | 1.2 | 0.0% | i | 0.9 | -0.1% | 4.0% | -1.4 | 82 | 14.7% | -4.1% | i | 35.8
C=CCSc1nc(-c2ccc(OC)cc2)c(C#N)c(=O)n1CC=C | 1.1 | 0.2% | i | 0.6 | x | 7.0% | x | x | 6.5% | -5.3% | x | x
N#CC1=C(N)N=C(SCc2ccccc2)C(C(N)=O)C12CCCCC2 (stereo not given) | 1 | -1.3% | i | 5.5 | 0.7% | -4.2% | -0.3 | 68 | 17.9% | -13.3% | i | 15.1
COc1ccc(NS(=O)(=O)c2cc(NC(=O)c3nc4nc(C)cc(C)n4n3)ccc2C)cc1 | 1.1 | -1.7% | i | 1.0 | 2.3% | -1.4% | -0.9 | 55 | 3.8% | 0.5% | i | 55.7
Cc1ccccc1CN1N=C(/C=C/c2ccccc2)CCC1=O | 1.1 | -2.5% | i | 0.3 | 4.1% | 3.0% | 4.9 | 37 | -0.2% | -6.8% | i | 34.7
COc1ccc(NC(=O)NCc2ccco2)cc1OC | 1 | -0.6% | i | 0.2 | 3.3% | 1.8% | 1.0 | 35 | 2.6% | -2.0% | i | 20.3
CCCc1cc(C(=O)NNC(=S)NCC)c2ccccc2n1 | 1.1 | 8.7% | i | 0.9 | 1.0% | 1.4% | -0.3 | 48 | 11.2% | 7.3% | i | 26.8
O=C(c1ccsc1)N1CCCC(N2CCN(c3cccc(Cl)c3)CC2)C1 (stereo not given) | x | -6.7% | i | 0.1 | 2.8% | 8.7% | 0.7 | 49 | 15.3% | -4.7% | i | 20.3
NC(=S)Nc1ccc2cc[nH]c2c1 | 1.1 | 0.1% | i | 0.1 | 2.5% | 5.1% | -1.0 | 85 | 7.7% | -5.2% | i | 65.1
COC(=O)c1cc(S(=O)(=O)N2CCN(c3ccc(C(C)=O)cc3)CC2)c[nH]1 | x | 0.7% | i | 1.0 | 1.9% | 12.8% | 0.4 | 72 | 3.3% | 1.7% | i | 18.8
Cc1cc(Br)cc2c1NC(=O)C2(c1c(C)n(C)n(-c2ccccc2)c1=O)c1c(C)n(C)n(-c2ccccc2)c1=O | 1.1 | 0.9% | i | 1.5 | 1.4% | 8.6% | 20.1 | 78 | 6.8% | 0.2% | i | 23.1
COc1ccc(OC)c(C2C(C(=O)c3sc(C)nc3C)=C(O)C(=O)N2CCN2CCOCC2)c1 (stereo not given) | 1.1 | 1.1%[50 µM] | i | 0.7 | 1.6% | 4.5% | -0.3 | 41 | 17.9% | -5.3% | i | 36.2
CCCCOc1ccc(C(=O)NCc2ccco2)cc1 | 1 | -0.1% | i | 0.7 | 1.5% | -1.9% | -0.8 | 74 | 4.2% | -0.5% | i | 36.7
O=S1(=O)CCS(=O)(=O)C1c1ccccc1 | x | 0.1% | i | 0.7 | 0.9% | 0.4% | 1.9 | 52 | 10.9% | x | i | 28.4
COC(=O)CN1C(=S)N(c2ccc(OC)cc2)C(=O)/C1=C/c1cccs1 | 1.2 | 0.4% | i | 0.3 | 1.7% | 5.5% | 3.8 | 60 | 5.7% | -15.4% | i | 53.3
Cc1c(O)ccc2c(CN3CCOCC3)cc(=O)oc12 | x | 0.4% | i | 1.3 | 0.3% | 17.9% | 0.3 | 44 | 29.2% | -2.8% | i | 26.6
COCCNC(=O)c1c[nH]c2cc(OC)c(OC)cc2c1=O | 1.2 | -1.1% | i | 0.9 | 0.4% | 9.9% | -2.1 | 63 | 7.8% | 3.1% | i | 31.0
CC1(C)S/C(=N/N=C/c2ccco2)NC1=O | 1.2 | -0.1% | i | 0.9 | 0.9% | 1.8% | 2.7 | 66 | 5.4% | 0.0% | i | 36.8
CC(=O)N(Cc1ccc(Br)cc1)c1ccccc1C(=O)O | x | -0.2% | i | 0.9 | 0.3% | 5.7% | -0.4 | 56 | 13.7% | -8.4% | i | 27.3
CC1CC1C(=O)OCC(=O)NCc1ccc(Cl)cc1 (stereo not given) | 1.2 | 1.1% | i | 1.7 | 0.9% | 5.1% | -1.2 | 88 | 7.5% | 10.4% | i | 23.9
COc1ccc(C(=O)NCC(=O)OCC(=O)Nc2cc(OC)ccc2OC)cc1 | 1.2 | -0.5% | i | 1.1 | 1.8% | -2.0% | 2.9 | 88 | 4.8% | -4.6% | i | 56.0
CCc1noc(C)c1C(=O)NNC(=O)c1cc(OC)c(OC)c(OC)c1 | x | 0.9%[50 µM] | i | 0.4 | 1.4% | 1.4% | 1.6 | 71 | 2.1% | -4.4% | i | 51.5
COc1ccc(Cc2nc3ccc(C(=O)NCCCSC)cc3o2)cc1OC | x | -1.3% | i | 0.6 | 12.9% | 1.7% | 0.4 | 60 | 6.1% | 12.7% | i | 60.5
O=C(Nc1ccc2c(c1)OCO2)c1cncc(Br)c1 | 1.1 | -3.2% | i | 7.9 | 2.1% | 0.4% | 0.2 | 66 | 11.7% | -11.8% | i | 57.4
Cc1ccc(/C=C2/SC(=O)N(CC(=O)N3CCOCC3)C2=O)s1 | 1.2 | 0.2% | i | 0.2 | 1.1% | 7.5% | 0.3 | 55 | 9.3% | -26.2% | i | 1.7
CC(C)n1nc(C(=O)NNC(=O)c2ccncc2)c2ccccc2c1=O | x | 1.2%[50 µM] | i | 0.6 | -0.4% | 4.8% | -0.5 | 64 | 15.4% | -1.2% | i | 30.1
O=C(CSc1ccc(-c2cccnc2)nn1)Nc1ccccc1C(F)(F)F | x | -0.1% | i | 0.6 | 1.7% | 9.1% | -0.7 | 69 | 2.9% | 1.9% | i | 9.4
CCOC(=O)CC1(NC(=O)c2cc(COc3c(F)cccc3F)on2)CCCCC1 | x | 0.1% | i | 0.3 | 3.6% | 9.6% | 2.1 | 63 | 4.8% | 3.4% | i | 11.3
O=C(CCC(=O)N(CC(=O)NC1CCCCC1)Cc1ccccc1)Nc1ccccn1 | 1.1 | 0.0% | i | 0.1 | -2.3% | 4.0% | -1.3 | 49 | 0.0% | -11.1% | i | 48.3
Cc1cccc(C)c1NC(=O)CN(C)C(=O)C(c1ccccc1)c1ccccc1 | 1.1 | -0.2% | i | 0.0 | 3.0% | 17.4% | -0.4 | 80 | -1.3% | -6.2% | i | 55.9

Screening results as filed in PubChem BioAssay.
